ROCK2 blocker – ROCK2 (human) kinase inhibition. O75116. 60,000 tested, 0.35% active. purified ROCK2, Kinase-Glo ATP depletion luminescence. inhibition, % at 6 µM;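 active = inhibition above the screen-wide mean inhibition plus 3 SD, cut at about 18% in these data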;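 note: plate controls were DMSO wells for no effect and Y-27632 control wells after no-enzyme background subtraction for full effect; many of its hits are not listed in these tables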
Jurkat viability – reduces viability or proliferation of Jurkat cells; Jurkat E6.1 viability, ATP luminescence, 48 h; inhibition, % at 4 µM; 56,000 tested, 1.2% active; AID 463;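 active = inhibition above the mean inhibition of all tested compounds plus 3 SD, cut at about 28% in these data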
MMP-13 inhibitor – MMP13 (human) collagenase inhibition; inhibition, % at 4 µM; 65,000 tested, 0.07% active; AID 570; MMP-13 fTHP FRET cleavage, Mca fluorescence;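 active = inhibition above the mean of compound-free control plate wells plus 3 SD, cut at about 14% in these data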;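 note: 0% = DMSO wells and 100% = wells with reference MMP-13 inhibitor after basal subtraction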
HEK293 NFkB inh – inhibitors of the PMA/ionomycin-induced NF-kB reporter in HEK293 cells; HEK-293 NF-kB luciferase reporter, luminescence; inhibition, % at 3 µM; 62,000 tested, 0.21% active;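 active = inhibition above the mean of all tested compounds plus 3 SD, cut at about 40% in these data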;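 note: 0% = stimulated DMSO wells and 100% = 10 µM reference inhibitor 5653914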
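Reagent: PMA plus ionomycin mix as NF-kB-activating stimulus. Assay system: NF-kB luciferase reporter HEK-293 cells. Technique: luminescence from luciferase substrate reagent. Incubation: 1 h compound pre-incubation, 16 h PMA/ionomycin at 37 °C. Benchmarks: DMSO only as uninhibited control, 10 µM reference inhibitor as full inhibition. Repeats: tested once.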
Cdc25B block – inhibitors of human Cdc25B phosphatase | P30305 | AID 368 | recombinant Cdc25B, OMFP fluorescence Ex485/Em525 | 65,000 tested, 0.1% active | inhibition, %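 (compounds tested at 10 µM final in the well)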; in the data active = inhibition above about 50%
Target sequence (P30305 whole entry, looked up): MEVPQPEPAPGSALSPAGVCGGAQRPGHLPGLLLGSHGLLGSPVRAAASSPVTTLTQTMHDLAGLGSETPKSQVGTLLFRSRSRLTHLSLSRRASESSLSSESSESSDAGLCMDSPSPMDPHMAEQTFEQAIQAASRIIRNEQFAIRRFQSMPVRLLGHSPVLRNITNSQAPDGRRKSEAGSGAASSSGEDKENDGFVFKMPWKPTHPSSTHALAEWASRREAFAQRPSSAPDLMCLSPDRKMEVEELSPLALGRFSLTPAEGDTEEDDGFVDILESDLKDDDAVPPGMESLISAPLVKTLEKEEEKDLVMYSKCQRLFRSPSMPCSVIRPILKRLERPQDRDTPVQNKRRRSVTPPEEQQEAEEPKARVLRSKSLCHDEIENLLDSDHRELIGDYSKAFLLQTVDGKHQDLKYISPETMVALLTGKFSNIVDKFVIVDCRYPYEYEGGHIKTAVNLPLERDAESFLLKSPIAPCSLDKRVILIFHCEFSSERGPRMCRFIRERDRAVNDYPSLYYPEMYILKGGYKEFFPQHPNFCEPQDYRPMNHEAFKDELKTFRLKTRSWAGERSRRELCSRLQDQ
DUSP1 inh – human dual specificity phosphatase 1 inhibition. P28562. recombinant MKP-1, OMFP hydrolysis fluorescence. inhibition, %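 (compounds tested at a single concentration somewhere between 10 and 100 µM)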. 65,000 tested, 0.15% active. AID 374;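 active = inhibition above about 50%, limit read from the data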;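 note: 0% = DMSO max control wells and 100% = wells with enzyme stopped by NaOH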
JNK3 inh – inhibitors of human JNK3 kinase; P53779; purified JNK3 kinase activity, HTS; inhibition, % at 8 µM; 60,000 tested, 0.61% active; AID 746; in the data active = inhibition above about 17%;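 note: 0% = DMSO and 100% = reference inhibitor; many of its hits are not listed in these tables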
Target sequence (P53779 whole entry, looked up): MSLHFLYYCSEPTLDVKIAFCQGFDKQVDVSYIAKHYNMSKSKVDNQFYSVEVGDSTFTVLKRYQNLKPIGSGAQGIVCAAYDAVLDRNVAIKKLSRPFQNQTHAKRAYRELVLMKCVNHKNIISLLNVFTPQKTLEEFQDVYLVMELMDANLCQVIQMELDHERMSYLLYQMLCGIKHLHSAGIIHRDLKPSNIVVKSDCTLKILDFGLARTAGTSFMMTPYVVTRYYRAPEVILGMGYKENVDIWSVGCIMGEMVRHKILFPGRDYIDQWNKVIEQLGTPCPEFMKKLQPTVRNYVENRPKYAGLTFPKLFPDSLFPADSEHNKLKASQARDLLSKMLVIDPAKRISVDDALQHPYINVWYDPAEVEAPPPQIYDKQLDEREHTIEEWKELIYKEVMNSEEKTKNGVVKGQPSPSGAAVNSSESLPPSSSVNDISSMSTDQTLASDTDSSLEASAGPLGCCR
PKA kinase inh – inhibitors of human protein kinase A | P17612 | PKA Kemptide phosphorylation, Kinase-Glo ATP luminescence | inhibition, % at 6 µM | 65,000 tested, 0.1% active | AID 524;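 active = inhibition above the screen-wide mean inhibition plus 3 SD, cut at about 21% in these data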; note: many of its hits are not listed in these tables
TNAP act DEA – activators of human TNAP at intermediate phosphate acceptor. purified TNAP, CDP-star luminescence, 100 mM DEA, 30 min; hits give high values; scale: 0 levamisole-inhibited, 1 vehicle-only enzyme. P05186. AID 813. 64,000 tested, under 10 active. activation factor at 20 µM;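 active = activation factor of at least 2 at 20 µM, relative to controls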
* marks the source's active call; other numbers are inactive results; i = inactive; / = no result given; [ ] = dose if it differs, or a comment. Outcome played no part in choosing rows, and some 1.9% of all compounds hit somewhere here.

SMILES | ROCK2 blocker | Jurkat viability | MMP-13 inhibitor | HEK293 NFkB inh | Cdc25B block | DUSP1 inh | JNK3 inh | PKA kinase inh | TNAP act DEA
Cc1ccc(-n2nc(C)c3c2OC(N)=C(C#N)C3c2ccncc2)cc1 (configuration not stated) | -4 | -1 | 4 | 11 | -26 | 13 | -1 | 16 | 1.1
CCOC(=O)C1CCN(S(=O)(=O)c2ccc3c(c2)CCCN3C(C)=O)CC1 | 3 | 9 | 3 | 16 | -6 | -14 | 2 | 4 | 0.9
COc1ccccc1C1C=C(c2ccc(Cl)cc2)Nc2nc(N3C(=O)CCC3=O)nn21 (configuration not stated) | 2 | -1 | -16 | 14 | 1 | 25 | 4 | 7 | 0.9
CC(C)C(NC(=O)c1ccc(Cl)cc1)C(=O)NC1=NCCS1 (configuration not stated) | 0 | 1 | 6 | 6 | -5 | 4 | -2 | 6 | 0.9
O=C(OCC(=O)N1CCN(C(=O)c2ccco2)CC1)c1cc(-c2ccc(F)cc2)nc2ccccc12 | 7 | -7 | -27 | -1 | -8 | 40 | 5 | 10 | 0.9
Cc1ccc(-n2nc3c(c2NC(=O)c2ccc4c(c2)OCO4)CSC3)c(C)c1 | / | / | -11 | 16 | 3 | 29 | / | -4 | 0.9
Cc1c(N/C=C/C(=O)c2cccs2)c(=O)n(-c2ccccc2)n1C | 1 | -4 | 2 | 12 | 2 | 7 | 0 | -1 | 0.9
COc1ccccc1OC(=O)c1ccc2nsnc2c1 | 4 | 1 | 1 | 9 | -9 | 2 | 3 | 10 | 0.8
Cc1nnc(NCCc2ccccc2)n(N)c1=O | 8 | -5 | 4 | 11 | -10 | 3 | 1 | 13 | 0.9
CCOC(=O)c1c(C)[nH]c(C)c1C(=O)CSc1nc(N)cc(N)n1 | 4 | -6 | 2 | 10 | -10 | -3 | -2 | 8 | /
O=C(NC(=O)c1ccc(Cl)cc1)Nc1cc(N2CCCCC2)ncn1 | -2 | 2 | 0 | 1 | -10 | 19 | 1 | 1 | 0.9
O=C(Nc1nc(-c2ccccc2)ns1)c1cccs1 | 5 | 10 | 2 | -7 | -8 | 3 | 1 | 1 | 0.9
CC(=O)N(Cc1cc2c(C)cc(C)cc2[nH]c1=O)C1CCCCC1 | -6 | 8 | -10 | 16 | 5 | -1 | -4 | -4 | 1
CCN(CC)C(=O)Cn1cnc2ccccc2c1=O | 8 | 6 | 2 | -5 | -3 | -10 | 1 | 8 | 0.9
O=C(C1CCN(C2CC(=O)N(Cc3ccccc3)C2=O)CC1)N1CCCCCC1 (configuration not stated) | 8 | -1 | 1 | 16 | -3 | 27 | 8 | 9 | 0.9
COc1ccccc1CNC(=O)CN(C)CC(=O)Nc1cccc(F)c1 | 1 | 0 | -1 | 7 | 3 | 7 | -10 | -3 | 0.9
COC(=O)C(NC(=O)C(C)Oc1ccccc1)C(C)C (configuration not stated) | 5 | -4 | 7 | 14 | -9 | 5 | 4 | 11 | 0.9
COC(=O)Oc1c(Br)c(=O)oc2ccccc12 | 0 | -4 | 0 | 19 | -5 | -3 | -2 | -2 | 0.9
Cc1ccc(O)c(NC(=O)c2ccco2)c1 | -8 | 12 | 2 | -12 | -11 | 3 | 8 | -5 | 0.9
N#C/C(=C1\CCCN1)c1nc(-c2ccccc2)cs1 | 6 | -5 | -6 | 9 | -1 | -4 | 0 | 8 | 0.8
CC(=O)NCCOc1cccc2ccccc12 | 6 | -10 | -3 | 10 | 0 | 8 | 1 | 9 | 0.9
CCCC(=O)N(CCc1ccccc1)Cc1nc2ccccc2c(=O)[nH]1 | 0 | 5 | 1 | 20 | 2 | -27 | -1 | 0 | 0.9
Cc1cccn2c(=O)c3cc(C#N)c(=NC(=O)c4ccc5c(c4)OCO5)n(CC(C)C)c3nc12 | 1 | -2 | -3 | -1 | -1 | 16 | -8 | -5 | 0.9
CCOC(=O)c1c(CN2CCN(C)CC2)oc2ccc(OC)cc12 | 0 | 0 | -13 | 8 | 4 | -3 | -1 | 4 | 0.9
CCCOc1ccc(-c2nc(N)n[nH]2)cc1 | 1 | 9 | -6 | -2 | 6 | -4 | 4 | -2 | 0.9
CCOC(=O)COc1nc(OC)nc(N2CCOCC2)n1 | -8 | 10 | 6 | 14 | 2 | 1 | -2 | -5 | 0.9
COc1ccc(C2C=C(C)Nc3nc(SC)nn32)cc1 (configuration not stated) | 2 | 2 | -81[fluorescence artefact?] | 15 | 7 | 4 | 1 | 0 | 0.9
O=c1c2ccccc2oc2nc(-c3ccco3)n(Cc3ccccc3)c(=O)c12 | 5 | -4 | 4 | -10 | 5 | -26 | 8 | 0 | 0.9
CCOC(=O)Cc1csc(NC(=O)c2ccc(S(=O)(=O)N3CCCCC3)cc2)n1 | -6 | 15 | 4 | 20 | -5 | 0 | -4 | -5 | 0.9
O=C(c1cccc(S(=O)(=O)N2CCOCC2)c1)N1CCCC1 | 0 | 3 | 2 | 25 | -1 | 8 | -4 | 1 | 0.9

Ordered by length of the SMILES (low to high): 3 of the compounds above.
SMILES | ROCK2 blocker | Jurkat viability | MMP-13 inhibitor | HEK293 NFkB inh | Cdc25B block | DUSP1 inh | JNK3 inh | PKA kinase inh | TNAP act DEA
CCCOc1ccc(-c2nc(N)n[nH]2)cc1 | 1 | 9 | -6 | -2 | 6 | -4 | 4 | -2 | 0.9
COc1ccc(C2C=C(C)Nc3nc(SC)nn32)cc1 (configuration not stated) | 2 | 2 | -81[fluorescence artefact?] | 15 | 7 | 4 | 1 | 0 | 0.9
CCOC(=O)Cc1csc(NC(=O)c2ccc(S(=O)(=O)N3CCCCC3)cc2)n1 | -6 | 15 | 4 | 20 | -5 | 0 | -4 | -5 | 0.9

More structures follow.
SMILES | ROCK2 blocker | Jurkat viability | MMP-13 inhibitor | HEK293 NFkB inh | Cdc25B block | DUSP1 inh | JNK3 inh | PKA kinase inh | TNAP act DEA
Cc1ccc(Cn2nc(C)c(NC(=O)c3cc(-c4ccco4)on3)c2C)cc1 | 11 | 17 | 2 | -1 | -15 | 3 | -4 | 5 | 0.9
O=C(CC1CCCC1)Nc1nnc(C2CC2)s1 | 3 | -2 | 3 | 18 | -15 | -6 | -2 | 8 | 1
O=C(CSc1nnc(-c2ccncc2)n1CC1CCCO1)NCc1ccccc1 (configuration not stated) | -2 | 4 | -4 | 3 | -5 | 0 | -8 | 1 | 1
O=C(NCC1COc2ccccc2O1)C1CCC(CNc2c(N3CCCCC3)c(=O)c2=O)CC1 (configuration not stated) | 4 | 3 | -1 | 6 | -6 | 13 | 2 | 2 | 1
CC(C)C(OC(=O)c1ccco1)C(=O)NCc1cccs1 (configuration not stated) | 2 | -2 | 4 | 10 | -2 | 11 | 6 | 11 | 0.9
CCOC(=O)C(CC)Sc1nnc2n1C(C)(C)Cc1ccccc1-2 (configuration not stated) | 8 | -5 | -2 | 10 | 2 | -5 | -2 | 9 | 1
CCOCCCNC(=O)C(c1ccc(C)cc1)N(Cc1ccc2c(c1)OCO2)C(=O)c1cnccn1 (configuration not stated) | / | / | 4 | 13 | -12 | 19 | / | -2 | 0.9
Cc1ccc2nc(NC(=O)Cn3cc4c(n3)CCCCC4)sc2c1 | -1 | 5 | 1 | -8 | 7 | 2 | 6 | -5 | 0.8
CC(C)CN(CC(C)C)c1nnc(N)s1 | -4 | 6 | 2 | 29 | -1 | 7 | -8 | -5 | 0.9
CCCn1c(=O)c2ccccc2n2c(SCC(=O)c3cc(C)n(CC4CCCO4)c3C)nnc12 (configuration not stated) | 1 | -2 | 4 | -3 | -3 | 6 | -6 | 2 | 1
CCC(C)NC(=O)N[C@@H](Cc1ccccc1)C(=O)O (some centres not stated) | 1 | -3 | 0 | 4 | -2 | -30 | 5 | 7 | 0.8
CCCn1c(-c2ccc(F)cc2)cnc1SCC(=O)O | -1 | 4 | 3 | 20 | 0 | -9 | -2 | -4 | 0.8
O=C(CSc1ncn[nH]1)Nc1ccccc1C(=O)O | 6 | -1 | -3 | 2 | -10 | -19 | -2 | -6 | 0.9
CC(=O)Nc1ccc(N/C=C/C(=O)c2ccc(C)o2)cc1 | -6 | 5 | 2 | 4 | -18 | -3 | -5 | 3 | 1
O=C(CSc1nc2ccccc2o1)c1ccc2c(c1)OCCO2 | 3 | -3 | 8 | 7 | -6 | 6 | -10 | 5 | 1
CC(C)NS(=O)(=O)c1ccc(OCC(=O)NCc2cccnc2)cc1 | 9 | 0 | 1 | 2 | -4 | -5 | -1 | 14 | 1
Cc1cccc(NC(=O)CN(C)S(=O)(=O)c2cccc3nsnc23)c1C | -4 | 2 | -6 | 20 | -7 | 0 | -8 | -3 | 0.9
O=C(O)CC(Cc1ccc(Br)cc1)C(=O)O (configuration not stated) | 8 | 4 | 2 | 13 | -28 | 3 | -2 | 6 | 0.9
Nc1nc(-c2ccc(Cl)cc2Cl)cn1N | 2 | -2 | 4 | 13 | -7 | -1 | -3 | 8 | 0.8
O=C(NCCCn1ccnc1)c1cc(-c2ccc3c(c2)OCO3)on1 | 7 | 3 | 0 | 0 | -2 | 4 | 1 | 7 | 0.9
Cc1c(C(=O)N2CCOCC2)sc2ncnc(N3CCc4ccccc4C3)c12 | 2 | 9 | 3 | 11 | -8 | -1 | 8 | 10 | 0.9
COCCNC(=O)CCCCCN1C(=O)CCC1=O | 3 | 1 | 1 | 4 | -5 | -5 | -6 | 0 | 1
COc1ccccc1Oc1ccc(S(=O)(=O)Nc2cccnc2)cc1 | / | / | 6 | 14 | 4 | -6 | / | 2 | 0.9
CCc1c(C)nc(SCC(=O)N2CCc3ccccc32)[nH]c1=O | 3 | -6 | 2 | 3 | -6 | 18 | 2 | 4 | 1
Cc1cccc(C2CC(c3ccc(F)cc3)Nc3nc(N)nn32)c1 (configuration not stated) | 6 | -1 | -1 | 4 | 4 | 8 | 5 | 7 | 0.9
Nc1nc(-c2nc3ccccc3[nH]2)cs1 | -16 | 2 | -2 | -27 | 0 | 21 | -2 | -3 | 1
COc1ccc(C2CC(=O)c3cnc(NC(=O)c4ccccc4OC)nc3C2)c(OC)c1 (configuration not stated) | 6 | 1 | 2 | 16 | 6 | 28 | -6 | 9 | 0.9
CC(COc1ccccc1)N(CCCl)Cc1ccccc1 (configuration not stated) | -5 | / | 5 | / | -10 | -29 | -6 | -9 | 0.9
CCc1nnc(NC(=O)CSc2nnc(COc3ccccc3)n2-c2ccc(C)cc2)s1 | 2 | 3 | 6 | 17 | 3 | -22 | 2 | -4 | 1
Cc1nc(N2CCN(C(=O)CCC(=O)O)CC2)c2c(C)c(C)sc2n1 | 3 | 2 | 2 | 11 | -16 | 6 | -1 | 11 | 0.9
Cc1cccn2c(=O)c3cc(C#N)c(=NC(=O)c4cccnc4)n(CC4CCCO4)c3nc12 (configuration not stated) | 9 | -3 | i[fluorescence artefact?] | 18 | -3 | -5 | 0 | 8 | 0.8

A different layout for five compounds above.
Each structure is followed by: ROCK2 blocker, Jurkat viability, MMP-13 inhibitor, HEK293 NFkB inh, Cdc25B block, DUSP1 inh, JNK3 inh, PKA kinase inh, TNAP act DEA
> Cc1cccn2c(=O)c3cc(C#N)c(=NC(=O)c4cccnc4)n(CC4CCCO4)c3nc12 (configuration not stated)
    9, -3, i[fluorescence artefact?], 18, -3, -5, 0, 8, 0.8
> Cc1cccc(C2CC(c3ccc(F)cc3)Nc3nc(N)nn32)c1 (configuration not stated)
    6, -1, -1, 4, 4, 8, 5, 7, 0.9
> COCCNC(=O)CCCCCN1C(=O)CCC1=O
    3, 1, 1, 4, -5, -5, -6, 0, 1
> O=C(O)CC(Cc1ccc(Br)cc1)C(=O)O (configuration not stated)
    8, 4, 2, 13, -28, 3, -2, 6, 0.9
> COc1ccccc1Oc1ccc(S(=O)(=O)Nc2cccnc2)cc1
    /, /, 6, 14, 4, -6, /, 2, 0.9
